PfGluPho inh – PfG6PD (Plasmodium falciparum) enzyme inhibition; PfGluPho enzyme, NADPH resazurin-diaphorase fluorescence; inhibition, % at 20 µM; actives 0.78% (n = 350,000); AID 504690;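 active means inhibition reaching at least a set limit at 20 µM in the primary screen, cut at about 59% in these data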;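 further: 0% = DMSO wells with substrate and 100% = DMSO wells lacking glucose-6-phosphate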
Apaf-1 inh – human Apaf-1 inhibition | actives 0.71% (n = 330,000) | AID 489030 | inhibition, % at 20 µM | O14727 | reconstituted apoptosome caspase-3 activity, DEVD-Rh110 fluorescence; active means inhibition of at least 40% at 20 µM;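 further: plate controls were DMSO wells for no effect and DEVD-CHO caspase inhibitor wells for full effect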
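System: reconstituted apoptosome with Apaf-1, cytochrome c, caspase-9, procaspase-3, dATP; Signal: Rh110 fluorescence intensity; Schedule: 30 min compound preincubation, 50 min activation, room temperature; Reagent: cytochrome c trigger plus (Z-DEVD)2-Rh110 caspase-3 substrate.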
SENP8 block-1 – blocks the human protease SENP8. purified SENP8, Z-RLRGG-aminoluciferin cleavage, luminescence. inhibition, % at 10 µM. actives 1.2% (n = 330,000). AID 2540. Q96LD8; in the data active means inhibition above about 50%
Target sequence (Q96LD8 whole entry, looked up): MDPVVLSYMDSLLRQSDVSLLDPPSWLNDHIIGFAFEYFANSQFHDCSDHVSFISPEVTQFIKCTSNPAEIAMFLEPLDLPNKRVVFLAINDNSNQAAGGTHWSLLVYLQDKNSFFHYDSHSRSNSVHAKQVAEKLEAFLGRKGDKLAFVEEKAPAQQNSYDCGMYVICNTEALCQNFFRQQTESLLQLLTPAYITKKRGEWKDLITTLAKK
SENP6 block – blocks the human protease SENP6; Q9GZR1; actives 1.8% (n = 330,000); inhibition, % at 10 µM; Recombinant SENP6 catalytic domain, aminoluciferin luminescence;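 active means inhibition above about 50% at the single tested dose, limit read from the data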;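 further: plate controls were DMSO wells with enzyme for no effect and DMSO wells lacking enzyme for full effect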
SENP7 block – inhibitors of human SENP7 protease. actives 1.5% (n = 330,000). AID 434973. inhibition, % at 5 µM. Q9BQF6. recombinant SENP7, Z-RLRGG-aminoluciferin luminescence, 40 min;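 active means inhibition above about 50% at the single test dose, limit read from the data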;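 further: plate controls were DMSO with enzyme for no effect and no enzyme buffer wells for full effect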
Target sequence (Q9BQF6 706-1050 limits assumed): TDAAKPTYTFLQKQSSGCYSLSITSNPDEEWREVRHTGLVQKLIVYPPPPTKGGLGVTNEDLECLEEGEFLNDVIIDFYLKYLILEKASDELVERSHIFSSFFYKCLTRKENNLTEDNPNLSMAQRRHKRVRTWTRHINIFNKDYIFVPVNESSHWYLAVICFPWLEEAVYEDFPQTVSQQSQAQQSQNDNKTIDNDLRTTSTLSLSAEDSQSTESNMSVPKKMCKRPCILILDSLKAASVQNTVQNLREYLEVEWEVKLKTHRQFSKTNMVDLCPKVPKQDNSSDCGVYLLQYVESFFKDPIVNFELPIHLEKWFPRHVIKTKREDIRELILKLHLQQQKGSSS
SENP8 block-2 – blocks human SENP8 cleavage of Nedd8 substrate; inhibition, % at 20 µM; recombinant SENP8, Nedd8 substrate fluorescence; AID 602440; Q96LD8; actives 0.64% (n = 360,000); in the data active means inhibition mostly above about 40%, no sharp cut-off; inactive means mostly below about 27%
HKDC1 inh – inhibitors of human hexokinase HKDC1; actives 0.16% (n = 340,000); AID 493160; inhibition, % at 20 µM; Q2TB90; recombinant HKDC1, G6PDH/diaphorase resazurin coupled fluorescence;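 active means inhibition above about 35% when tested at 20 µM, limit read from the data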;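 further: plate controls were DMSO wells with enzyme for no effect and DMSO wells lacking enzyme for full effect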
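Test system: Recombinant HKDC1 (HK5) hexokinase enzyme, produced in-house | Input: HKDC1 at 5 µg/mL | Buffer or medium: Tris pH 8.0 buffer with MgCl2, Tween-20, BSA, BME | Schedule: 90 min reaction incubation at room temperature, dark | Technique: Resazurin-to-resorufin fluorescence via G6PDH and diaphorase coupling, 525/613 nm | Controls: DMSO wells with and without enzyme mix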
SENP1 inh – inhibitors of human SENP1 SUMO protease catalytic domain | Q9P0U3 | recombinant SENP1 catalytic domain, CyPet-SUMO1-YPet FRET cleavage | inhibition, % at 10 µM | actives 0.21% (n = 360,000) | AID 624204;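 active means inhibition at least 30% at 10 µM, raw YFP signal under a set limit, fluorescence ratio 0.5 to 1.5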;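 further: 0% = enzyme with DMSO and 100% = no enzyme wells; some results filed as inactive read as strong as hits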
Target sequence (Q9P0U3 419-644 limits assumed): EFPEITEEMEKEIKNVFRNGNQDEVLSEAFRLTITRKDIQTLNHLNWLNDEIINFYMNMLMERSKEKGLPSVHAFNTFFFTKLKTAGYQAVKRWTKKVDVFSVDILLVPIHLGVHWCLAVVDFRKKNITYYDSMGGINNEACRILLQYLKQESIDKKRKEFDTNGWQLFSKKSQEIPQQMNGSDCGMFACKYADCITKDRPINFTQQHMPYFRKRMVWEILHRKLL
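Controls: no-enzyme wells low, DMSO-plus-enzyme wells high control. Test system: human recombinant His6-tagged SENP1 catalytic domain enzyme. Reagent: SFCypet-SUMO1-SFYpet FRET protein substrate, 25 nM final. Doses: one dose per compound, 10 µM, 0.5% DMSO. Detection: FRET, CFP and YFP emission. Timing: 50 min reaction at room temperature.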
Numbers without * were called inactive.

smiles	PfGluPho inh	Apaf-1 inh	SENP8 block-1	SENP6 block	SENP7 block	SENP8 block-2	HKDC1 inh	SENP1 inh
COc1ccc(/C=N/NC(=O)CNC(=O)C2COc3ccccc3O2)cc1OC (stereo unspecified)	8	1	-6	5	-4	4	0	-3
Cc1nnc(SCC(=O)Nc2ccc(Cl)cn2)[nH]c1=O	-9	-7	1	-9	-1	19	1	1
Cc1ccc(NC2CC(=O)N(c3ccc(N4CCCCC4)cc3)C2=O)cc1 (stereo unspecified)	-13	-11	-7	-16	10	9	0	-1
COCc1nnc(NC(=O)c2cccc(NC(=O)c3ccccc3)c2)s1	-18	0	-4	2	-11	-7	-1	-2
NC1=NC[C@H](c2ccccc2)N1CC1CCCCC1	-12	7	2	-8	-15	14	-1	1
COc1ccccc1CNC(=O)CCNS(=O)(=O)/C=C/c1ccc(C)cc1	-6	6	-10	-15	-3	1	-1	-1
COc1ccc(OC)c(C(=O)N2CCCC(Nc3ccc(F)cc3)C2)c1 (stereo unspecified)	-2	4	-3	-10	14	1	4	-1
CC1(C)CC(=O)C(C(N)=NC(=O)c2ccc([N+](=O)[O-])cc2)=C(O)C1	7	4	-1	15	12	7	-8	5
O=C(Cc1ccccc1)NCC(=O)N/N=C/c1ccc(Cl)cc1	-6	11	-6	-18	-3	8	-3	3
NC(=S)c1cc2cc(Br)ccc2oc1=O	-18	2	-6	-15	3	22	8	45*

Quoted at random: 3 compounds from above
smiles	PfGluPho inh	Apaf-1 inh	SENP8 block-1	SENP6 block	SENP7 block	SENP8 block-2	HKDC1 inh	SENP1 inh
NC1=NC[C@H](c2ccccc2)N1CC1CCCCC1	-12	7	2	-8	-15	14	-1	1
COc1ccccc1CNC(=O)CCNS(=O)(=O)/C=C/c1ccc(C)cc1	-6	6	-10	-15	-3	1	-1	-1
Cc1nnc(SCC(=O)Nc2ccc(Cl)cn2)[nH]c1=O	-9	-7	1	-9	-1	19	1	1

(further entries)
smiles	PfGluPho inh	Apaf-1 inh	SENP8 block-1	SENP6 block	SENP7 block	SENP8 block-2	HKDC1 inh	SENP1 inh
O=C(N/N=C/c1ccc[nH]1)c1ccc([N+](=O)[O-])cc1	7	-4	-7	-16	-3	24	-9	3
COc1ccc(S(=O)(=O)N2CCCCCC2)cc1C(=O)N(C)Cc1ccc(Cl)cc1Cl	4	27	-12	-4	2	-1	4	1
Cc1ccccc1NC(=O)Cn1nnc(S(=O)(=O)c2ccc(C(C)(C)C)cc2)c1N	-9	-15	-1	-10	3	-18	-6	-1
CCCCNC(=S)Nc1cccc2cnccc12	22	-7	3	-3	3	-79	-4	-1
COc1ccc(Cl)cc1C(=O)NCc1ccc2c(c1)OCO2	-6	-7	-8	-14	-8	4	-3	4
Cc1nn(-c2ccccc2)c2[nH]c(C(F)(F)F)cc(=O)c12	-23	9	-9	-2	8	-284	2	4
COc1ccc(N(CC(=O)NCc2ccc(F)cc2)C(=O)c2snc(C(N)=O)c2N)cc1OC	-10	11	-8	-13	2	-61	-7	2
O=C(NCC(=O)N1CCN(C(=O)c2ccco2)CC1)c1cccc(Cl)c1	9	-5	-14	-11	1	7	-4	1
COc1ccc(/C=N/NC(=O)OC(C)(C)C)cc1OC	-1	1	-5	5	-3	8	14	1
CC(=O)c1cccc(NC(=O)CO/N=C2/CCCc3nonc32)c1	1	7	-7	7	-4	3	1	-4

Remaining list, next part.
smiles	PfGluPho inh	Apaf-1 inh	SENP8 block-1	SENP6 block	SENP7 block	SENP8 block-2	HKDC1 inh	SENP1 inh
COc1ccc(S(=O)(=O)Nc2cccc(C(C)=O)c2)cc1Br	-33	4	5	4	4	8	7	1
CC(=O)N1CCc2ccc(S(=O)(=O)N3CCc4ccccc43)cc21	19	1	-2	1	1	15	-7	1
C/C(=N\NC(=O)COc1ccc(C)cc1[N+](=O)[O-])c1cccs1	1	9	1	-20	7	29	-4	4
C[C@H](CO)N1C[C@H](C)[C@@H](CN(C)C(=O)Nc2ccc(C(F)(F)F)cc2)Oc2ccc(NC(=O)C3CC3)cc2C1=O	19	-8	0	-11	11	12	7	0
Cc1ccc(-n2ncc3c2CCCC3NC(=O)c2ccoc2)cc1C (stereo unspecified)	10	13	-3	1	5	4	-4	-1
N#CCC(=O)NCCCOC(=O)Nc1ccc(Cl)c(Cl)c1	3	-4	11	-6	4	13	-7	0
C/C(N)=C(/C#N)C(=O)CSc1nnc(Nc2ccccc2)s1	13	-4	-5	-1	2	-2	-4	0
O=C(NCC1CCCO1)c1ccc(/C=N/O)nc1 (stereo unspecified)	-4	-9	-3	-15	5	10	-8	2
COc1ccc(CNC(=O)CCC(=O)N2CCN(S(=O)(=O)c3ccc(Cl)cc3)CC2)cc1	-13	2	-4	-31	3	7	-8	1
CCN1C(=O)CC(N2CCC(c3nc4ccccc4[nH]3)CC2)C1=O (stereo unspecified)	-2	-8	7	-2	1	-1	-4	-1

The list goes on:
smiles	PfGluPho inh	Apaf-1 inh	SENP8 block-1	SENP6 block	SENP7 block	SENP8 block-2	HKDC1 inh	SENP1 inh
CCOCCCNC(=O)c1cc(-c2cccnc2)nc2ccc(S(=O)(=O)N3CCC(C)CC3)cc12	-7	-3	8	11	7	-7	-1	1
O=C(CSc1ncnc2scc(-c3ccc(F)cc3)c12)c1ccc2c(c1)OCCO2	-31	0	-10	-6	-1	9	12	-5
C=CCn1c(SCC(=O)c2c(N)n(C3CC3)c(=O)[nH]c2=O)nnc1-c1ccoc1C	9	-4	-4	-4	-13	8	-4	2
Cc1ccc(C(=O)CN(C(=O)c2ccc(Cl)c(Cl)c2)N2C(=O)C3CCCCC3C2=O)cc1C (stereo unspecified)	-18	15	2	1	5	9	8	1
O=C(CSc1nnnn1-c1ccccc1)NCCCN1CCCC1=O	-18	1	4	12	5	2	-1	1
C=CCOc1ccccc1CN1CCC(n2nccc2NC(=O)C2CCOC2)CC1 (stereo unspecified)	-3	2	-4	-9	14	-1	-5	1
COc1ccc(C(=O)O/N=C(\N)c2ccncc2)cc1OC	-13	-14	-5	-6	3	24	1	1
Cc1nc(SCc2nc3ccccc3[nH]2)c2oc3ccc(Br)cc3c2n1	2	13	0	-7	8	-8	3	-2
CCOc1cc2[nH]c(=S)n(Cc3ccc(C(=O)N4CCN(C)CC4)cc3)c(=O)c2cc1OCC	13	12	0	-7	6	6	7	3
CCCN1CCC(NC(=O)C2CC=CCC2C(=O)O)CC1 (stereo unspecified)	2	7	-8	6	9	7	-7	3

Remaining list, next part
smiles	PfGluPho inh	Apaf-1 inh	SENP8 block-1	SENP6 block	SENP7 block	SENP8 block-2	HKDC1 inh	SENP1 inh
CCCOc1ccc(N2C(=O)CC(N(Cc3ccc(S(N)(=O)=O)cc3)C(=O)CC)C2=O)cc1 (stereo unspecified)	-9	3	-12	-16	-9	21	-7	-1
CC1(c2ccc3c(c2)OCCO3)NC(=O)N(CC(=O)c2ccc[nH]2)C1=O (stereo unspecified)	-17	8	-13	-4	-3	-13	0	-3
C/C(=N\NC(=O)CC#N)c1ccc(Oc2ccccc2)cc1	-7	13	-5	-21	-4	9	-7	1
CC(Sc1nncn1C)C(=O)Nc1ccccc1-c1ccccc1 (stereo unspecified)	-12	5	-8	-19	-6	8	7	0
CCc1ccccc1NC(=O)CN(C)C(=O)CN1C(=O)NC2(CCCCCC2)C1=O	7	-32	3	1	3	9	-11	1
CC(C)CNC(=S)NC(=O)c1ccc(F)cc1	3	15	-9	-2	-11	16	1	1
c1ccc(-c2ccc(CN3CCSCC3)cc2)cc1	-1	11	-8	2	-4	7	2	5
COc1cc(C2C(C(C)=O)=C(O)C(=O)N2c2ccc(C)cc2)ccc1O (stereo unspecified)	-20	5	-1	11	6	14	-1	-5
O=C(Nc1ccccc1C(=O)N1CCCCC1)c1cccc(S(=O)(=O)N2CCOCC2)c1	-20	-3	8	8	8	6	4	-1
CC(C)OP(=O)(OC(C)C)C(NC(=O)c1cccc([N+](=O)[O-])c1)C(N)=O (stereo unspecified)	-10	10	6	-3	2	22	-4	1

(cont.)
smiles	PfGluPho inh	Apaf-1 inh	SENP8 block-1	SENP6 block	SENP7 block	SENP8 block-2	HKDC1 inh	SENP1 inh
CC(=O)c1ccc(S(=O)(=O)Nc2ccc(C(=O)N(C)CC(=O)Nc3cccc(C)c3C)cc2)cc1	-13	0	-17	-22	-6	3	-6	1
Cc1ccc(N2CCN(C(=O)C3CCC(=O)N(Cc4ccc(Cl)cc4)C3)CC2)c(C)c1 (stereo unspecified)	-4	30	-5	-11	0	-1	5	2
COc1ccc(/C=C2/NC(=O)N(Cc3ccccc3F)C2=O)cc1OC	-6	-5	5	1	2	-319	2	1
CC(C)c1ccc(-c2noc(C3CCCN(C(=O)c4ccc(F)cc4F)C3)n2)cc1 (stereo unspecified)	17	17	1	5	4	17	2	0
Cc1cc(NC2CCCCC2)nc2ccccc12	5	-11	-5	-7	6	-254	8	1
COC(=O)C1=CN(Cc2ccc(OC)c(OC)c2)C=C(C(=O)OC)C1c1cccc(OC)c1OC	-4	12	5	-3	-8	-271	-6	-23
COc1cc(C(=O)NCC(=O)OCn2nnc3ccccc3c2=O)cc(OC)c1OC	1	-1	7	9	6	0	-9	0
O=C(Cn1ccc(C(F)(F)F)n1)N=Nc1c(O)[nH]c2ccccc12	-6	-2	-2	-17	-5	35	-3	2
O=C(NCc1cccc(Cl)c1)c1ccc2ccccc2n1	6	13	-3	-8	-7	15	5	1
O=C(OCc1c(-c2ccccc2)ncc2ccccc12)N1CCOCC1	2	-2	14	23	4	8	-2	2
CCCNC(=O)NC(=O)CSc1nc(C)cs1	-12	0	6	21	6	2	12	0
CC(C)CC(C(=O)N1CCc2ccccc2C1)N1C(=O)c2ccccc2C1=O (stereo unspecified)	-1	26	-12	-6	-7	7	1	-5

Arranged by value in HKDC1 inh (falling): 3 of the compounds above.
SMILES | HKDC1 inh
O=C(Cn1ccc(C(F)(F)F)n1)N=Nc1c(O)[nH]c2ccccc12 | -3
CCN1C(=O)CC(N2CCC(c3nc4ccccc4[nH]3)CC2)C1=O (stereo unspecified) | -4
N#CCC(=O)NCCCOC(=O)Nc1ccc(Cl)c(Cl)c1 | -7

Screens (PubChem)
